High-throughput results as filed in PubChem.
14-3-3 PPI = 14-3-3 gamma protein interaction modulation; P61981; FP, 14-3-3gamma / TMR-pS259-Raf peptide binding; inhibition, % at 40 µM; 160,000 compounds, 0.19% hits; AID 422; in the data active = inhibition above about 30%;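 also: 0% = protein plus tracer without compound and 100% = blank with tracer alone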
Target sequence (P61981 whole entry, looked up): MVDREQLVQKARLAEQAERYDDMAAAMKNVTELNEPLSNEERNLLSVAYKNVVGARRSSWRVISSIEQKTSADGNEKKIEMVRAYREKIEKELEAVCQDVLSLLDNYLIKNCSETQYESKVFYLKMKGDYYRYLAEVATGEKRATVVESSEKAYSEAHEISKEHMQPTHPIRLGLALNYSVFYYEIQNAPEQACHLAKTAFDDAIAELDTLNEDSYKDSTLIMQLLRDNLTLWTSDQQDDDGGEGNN
Numbers without * were called inactive; & = joins results of further samples. A portion of the library; count on the stated rates, not on these rows.

canonical_smiles	14-3-3 PPI
O=C(NCC1CCCO1)c1ccc(-n2c(=S)[nH]c3ccccc3c2=O)cc1 (centres undefined)	-6.8
Cc1ccc(C)n1-n1c(C)nc2sc(-c3ccccc3)cc2c1=O	-3.5
Cc1ccc(NS(=O)(=O)c2cc(C(=O)Nc3ccc(Br)cc3)ccc2Br)cc1	-106.8
O=S(=O)(c1ccccc1)N1CCN(C2CCN(Cc3ccccc3)CC2)CC1	-3.7
CC1(C)Cc2c(c(N3CCCCC3)[nH]c(=S)c2C#N)CS1	2.8
O=C(OC(C(=O)NCc1ccc2c(c1)OCO2)c1ccc(Cl)cc1)c1ccco1 (centres undefined)	0.2
O=C(OCc1ccco1)c1ccc(S(=O)(=O)N2CCCCC2)cc1	-11.3
Cc1ccc(-c2csc3ncnc(Nc4ccc5c(c4)OCCO5)c23)cc1	-143.0

canonical_smiles	14-3-3 PPI
Cc1cc(C)c(-c2csc(NC(=O)c3ccc(S(=O)(=O)N4CCc5ccccc54)cc3)n2)c(C)c1	-1.6
O=C1c2cccc3c(NCCO)ccc(c23)C(=O)N1c1ccccc1	195.8*
Cc1ccc(NC(=O)Cn2cnc3sc(C(=O)Nc4ccc(C(C)C)cc4)c(C)c3c2=O)cc1Cl	-4.0
CC(C)(C)c1ccc(-c2n[nH]c(=S)n2CC2CCCO2)cc1 (centres undefined)	-5.5
N#Cc1ccc(Oc2n[nH]c(=O)c3ccccc23)c([N+](=O)[O-])c1	-1.0
O=C1CCCC2=C1C(c1ccc3c(c1)OCO3)Nc1ccc(C(=O)c3ccccc3)cc1N2 (centres undefined)	-3.2
COc1ccccc1CNC(=O)c1c[nH]c2ccc(S(=O)(=O)NC3CCCCNC3=O)cc2c1=O (centres undefined)	-26.2
CCOc1ccc(C(=O)Nc2c3c(nn2-c2ccc(Cl)cc2)CS(=O)(=O)C3)cc1	-9.8

canonical_smiles	14-3-3 PPI
CCCCN(CCCC)C(=O)Cn1cnc2c1c(=O)n(C)c(=O)n2C	2.1
O=C(Nc1cccc(C(=O)N2CCOCC2)c1)c1cncc(Br)c1	5.0
COc1ccc(CCN(C)C(=O)C2CCCN(Cc3ccc(OC)c(OC)c3)C2)cc1OC (centres undefined)	-1.3
Clc1ccc2nc(N3CCCCC3)[nH]c2c1	0.6
COCCn1c(=O)[nH]c2cc(C(=O)Nc3ccc(OC)c(OC)c3)ccc2c1=O	-9.0
O=C(COC(=O)Cc1cccc(C(F)(F)F)c1)NCC1CCCO1 (centres undefined)	0.3
Cc1cccc(C)c1NC(=O)c1c(-c2ccccc2)noc1C	-2.0&-3.4
Cc1[nH]c2ccccc2c1C(Nc1ccccn1)c1ccc(C(F)(F)F)cc1 (centres undefined)	-3.0

canonical_smiles	14-3-3 PPI
Cc1cccc(CNC(=O)c2ccccc2N)c1	-2.1
CSc1nc2n(n1)C(c1ccc(C)cc1)C(C(=O)Nc1ccc(C)cc1C)=C(C)N2 (centres undefined)	3.5
O=C(NCc1ccccc1)c1ccc(Cn2c(=S)[nH]c3ccc(Br)cc3c2=O)cc1	-5.5
O=C(NCCc1ccccc1)c1cccc(N2C(=O)C3C4C=CC(C4)C3C2=O)c1 (centres undefined)	-2.8
Nc1nonc1N1CCCCC1	11.5
COc1cc(-c2cc(C(=O)O)c3ccccc3n2)ccc1O	-14.8
Cc1ccc(C(=O)Nc2ccccc2-c2ccccc2NC(=O)c2ccc(C)cc2)cc1	9.9
CC12CN(C(C)(C)C)CC(C)(CN(C(C)(C)C)C1)C2=O	-3.8

canonical_smiles	14-3-3 PPI
CSc1nc2c(sc3ccccc32)c(=O)n1Cc1ccc(C)cc1	-5.5
COC(=O)[C@@H](NC(=O)N(C1CCCCC1)C1CCCCC1)C(C)C	-3.4
COc1ccc(C2CC(C(F)(F)F)n3nc(C(=O)N4CCCCCC4)c(Cl)c3N2)cc1 (centres undefined)	-16.1
CCOC(=O)c1ccccc1NC(=O)CN1C(=O)CCS(=O)(=O)c2ccccc21	-6.1
COc1ccc(C2c3sc(=O)[nH]c3SC3C4CC(C5C(=O)N(c6ccc(Cl)cc6)C(=O)C45)C23)cc1OC (centres undefined)	-12.8
O=C(O)CSc1ccccn1	2.1
O=C(NCc1ccccc1)C1CCN(c2nc3cc(Cl)ccc3s2)CC1	-5.2
CCOC(=O)c1ccc2c(c1)sc(=NC(=O)c1ccc(S(=O)(=O)N(CC)CC)cc1)n2C	4.9

Ordered by number of heavy atoms (low to high): 14 of the compounds above
canonical_smiles	14-3-3 PPI
O=C(O)CSc1ccccn1	2.1
Nc1nonc1N1CCCCC1	11.5
Cc1cccc(CNC(=O)c2ccccc2N)c1	-2.1
CC12CN(C(C)(C)C)CC(C)(CN(C(C)(C)C)C1)C2=O	-3.8
COc1cc(-c2cc(C(=O)O)c3ccccc3n2)ccc1O	-14.8
Cc1cccc(C)c1NC(=O)c1c(-c2ccccc2)noc1C	-2.0&-3.4
CSc1nc2c(sc3ccccc32)c(=O)n1Cc1ccc(C)cc1	-5.5
O=C(NCc1ccccc1)C1CCN(c2nc3cc(Cl)ccc3s2)CC1	-5.2
Cc1[nH]c2ccccc2c1C(Nc1ccccn1)c1ccc(C(F)(F)F)cc1 (centres undefined)	-3.0
O=C(NCCc1ccccc1)c1cccc(N2C(=O)C3C4C=CC(C4)C3C2=O)c1 (centres undefined)	-2.8
O=C(NCc1ccccc1)c1ccc(Cn2c(=S)[nH]c3ccc(Br)cc3c2=O)cc1	-5.5
COc1ccc(C2CC(C(F)(F)F)n3nc(C(=O)N4CCCCCC4)c(Cl)c3N2)cc1 (centres undefined)	-16.1
CCOC(=O)c1ccc2c(c1)sc(=NC(=O)c1ccc(S(=O)(=O)N(CC)CC)cc1)n2C	4.9
COc1ccc(C2c3sc(=O)[nH]c3SC3C4CC(C5C(=O)N(c6ccc(Cl)cc6)C(=O)C45)C23)cc1OC (centres undefined)	-12.8

Other entries follow:
canonical_smiles	14-3-3 PPI
COc1ccc(NC(=O)c2ccc3c(=O)n(-c4ccc(OC)c(OC)c4)c(=S)[nH]c3c2)cc1OC	-1.7
CC(C)C(=O)Nc1c2c(nn1-c1cccc(Cl)c1)CS(=O)C2 (centres undefined)	-0.5
CCn1c(=S)[nH]c2ccsc2c1=O	2.9
C=CCNC(=O)c1cc(=O)[nH]c2ccc(S(=O)(=O)N3CCCCC3C)cc12 (centres undefined)	-16.5
CCOC(=O)c1cc(CC)sc1NC(=O)c1cc([N+](=O)[O-])ccc1N1CCOCC1	1.0
COc1ccc(C2C(C(=O)N3CCCCCC3)c3ccccc3C(=O)N2C2CCCCC2)cc1 (centres undefined)	3.3
CCOC(=O)c1c(NC(=O)C(c2ccccc2)c2ccccc2)sc2c1CCCC2	-62.2
Cc1sc2nc(CN(CCc3ccccc3)C(=O)c3ccco3)[nH]c(=O)c2c1C	-3.1

canonical_smiles	14-3-3 PPI
Clc1ccccc1Nc1ncnc2ccccc12	6.1
CC1CCCCN1Cc1cn2c(-c3cccc(Br)c3)nnc2s1 (centres undefined)	5.1
COc1ccc(OC)c2c(N3CCCCC3)cc(C(F)(F)F)nc12	-3.6
CCOc1ccc(-c2noc(-c3cccnc3)n2)cc1OC	1.1
Cc1cc2nc(C)c(-c3ccccc3)c(N)n2n1	-8.3
O=C(C1CCN(S(=O)(=O)c2cnc[nH]2)CC1)N1CCc2ccccc2C1	-1.2&-9.9
O=C(Nc1cc(Oc2ccccc2)cc([N+](=O)[O-])c1)c1ccc(F)cc1	-1.9
Cc1ccccc1NC(=O)CCNS(=O)(=O)c1cccc2nonc12	-14.3

canonical_smiles	14-3-3 PPI
CCc1c(C)nc2cc(-c3ccc(Br)cc3)[nH]n2c1=O	-11.0
CCC(C)N1CC(O)=C(c2nc3ccccc3[nH]2)C1=N (centres undefined)	-2.2
O=C(CN1CCN(Cc2ccccc2)CC1)NC(=O)NC1CCCCC1	-8.0
Cc1cccc(Cn2c(=O)n(-c3ccc(C)c(F)c3)c(=O)c3sccc32)c1	-0.9
CCOC(=O)c1sc(=S)n(C)c1C	-1.0
COc1ccc(OC)c(C2CC(c3ccc(I)cc3)Nc3nnnn32)c1 (centres undefined)	2.6
CCCNS(=O)(=O)c1cccc2cccnc12	3.2
COCCOC(=O)C1=C(C)N=C2SC(C)C(=O)N2C1c1cccc(Br)c1 (centres undefined)	-26.2

SMILES	14-3-3 PPI
Cc1cccc(N2CCCn3c2nc2c3c(=O)n(CCN3CCOCC3)c(=O)n2C)c1	-3.4
CCC(=O)c1ccc(OCCN2CCOCC2)cc1	12.2
CCn1c(N)c(C(=O)NCc2ccco2)sc1=S	2.5
CN(C)c1ccc(-c2nn3c(-c4ccc(Cl)cc4Cl)nnc3s2)cc1	1.4
CCOC(=O)c1c(NC(=O)c2ccc([N+](=O)[O-])cc2)sc(C(=O)N2CCCCCC2)c1C	0.8
CCOC(=O)CSc1nc2c(c(-c3ccc(C)o3)c1C#N)CCCC2	4.4
Cc1ccc(C(=O)NCCCn2ccnc2)o1	0.1
CCOC(=O)c1cc2c(=O)n3ccccc3nc2n(C(C)C)c1=NC(=O)C(C)(C)C	-137.5
CCCCN(C)C(=O)c1cn(C)c2ccc(S(=O)(=O)N3CCOCC3)cc2c1=O	7.2
CC1CCN(c2ncnc3c2c(-c2ccccc2)cn3-c2ccc(Br)cc2)CC1	-4.3
COCCNC(=O)c1ccc2c(c1)ncn2-c1cc(OC)c(OC)c(OC)c1	-24.4
O=C(CCCCCn1c(=S)[nH]c2ccccc2c1=O)N1CCN(c2ccccn2)CC1	-5.0

SMILES	14-3-3 PPI
CCOC(=O)c1c(CSc2nc3ccccc3[nH]2)n(C)c2cc(Br)c(OC)cc12	-1.0
Cc1ccnc(NS(=O)(=O)c2ccc(NC(=O)C3C4C=CC(C4)C3C(=O)O)cc2)n1 (centres undefined)	5.6
CC(=O)Nc1ccc(S(=O)(=O)N2CCN(S(=O)(=O)c3ccc(C)cc3)CC2)cc1	4.9
CC1CCCCC1NC(=O)C1CCN(C(=O)NC2CCCCC2)CC1 (centres undefined)	-3.5
CN1c2ccccc2Oc2nnc(N3CCC(Cc4ccccc4)CC3)cc21	-4.8
Cc1onc(C(=O)N2CCC(C(N)=O)CC2)c1-c1ccccc1Cl	-2.5
CSc1nc2ccccc2c(=O)n1N	-5.8
Cc1ncc(C[n+]2cccc(C(N)=O)c2)c(N)n1	-4.5
O=C(O)C1CSC(c2ccccc2Cl)N1C(=O)c1cccc([N+](=O)[O-])c1 (centres undefined)	0.6
CC(C)OC(=O)c1c(NC(=O)c2cc3ccccc3oc2=O)sc2c1CCCCC2	0.6
Nc1cc(=O)nc(SCC(=O)NCc2ccccc2)n1-c1ccccc1	-1.0
CC1=C(C(=O)Nc2ccccn2)C(c2ccc(N(C)C)cc2)n2ncnc2N1 (centres undefined)	-3.8

SMILES	14-3-3 PPI
COc1ccc2nc(NC(=O)c3n[nH]c(=O)c4ccccc34)sc2c1	-11.1
Cc1ccc(C(=O)O)cc1NC(=O)C1CC=CCC1C(=O)O (centres undefined)	1.7
CC(C)C(=O)Nc1nnc(SCC(=O)NC2CC2)s1	-4.7
COC(=O)c1ccccc1NC(=O)CN(C)S(=O)(=O)c1ccc(OC)c(C)c1	-8.8
COc1nc(N(C)C)nc(-n2nnc(C(C)=O)c2C)n1	1.5
Cc1ccc(S(=O)(=O)Nc2cc(C(=O)N3CCOCC3)ccc2N2CCCCC2)cc1	-2.3&-0.6
CCOc1cccc2sc(NC(=O)c3ccc(C(C)(C)C)cc3)nc12	-4.0
Cc1ccc(-n2c3nc(=O)[nH]c(=O)c-3cc3c(Cl)cccc32)cc1	-9.7
C#CCNc1nc(C(C)C)nc2c1nnn2Cc1ccccc1F	10.0
CNC(=O)COc1ccc(Nc2nnc(-c3ccc(C)cc3)c3ccccc23)cc1	-6.2
Nc1ccc2nc3n(c(=O)c2c1)CCC3	-6.8
COC(=O)c1ccc2c(=O)n(CC3CCCO3)c(SCC(=O)Nc3ccccc3OC)nc2c1 (centres undefined)	-1.2

As entered above.
Result of COC(=O)c1ccc2c(=O)n(CC3CCCO3)c(SCC(=O)Nc3ccccc3OC)nc2c1 (centres undefined) in 14-3-3 PPI: -1.2
Result of Cc1ccc(S(=O)(=O)Nc2cc(C(=O)N3CCOCC3)ccc2N2CCCCC2)cc1 in 14-3-3 PPI: -2.3&-0.6

(listing goes on)
SMILES	14-3-3 PPI
Cc1cccc(-n2cnc3cc(C(=O)O)ccc32)c1	-94.5
Cc1cc(C(=O)CSc2nnc(C3COc4ccccc4O3)n2C)c(C)n1-c1ccc(F)cc1 (centres undefined)	8.2
O=C(CSc1nn(-c2ccc(F)cc2)c(=S)s1)NC(=O)NCc1ccco1	-10.7
CCCC(CCC(=O)O)C(C)=O (centres undefined)	9.6
O=C(CN1C(=O)COc2ccccc21)N(CCCN1CCOCC1)CC1CC=CCC1 (centres undefined)	1.9
c1ccc2[nH]c(N3CCOCC3)nc2c1	-3.4
COc1cccc2sc(NC(=O)c3ccccc3Oc3ccccc3)nc12	8.3
Cc1cc(Cl)ccc1Oc1nc2c(c(=O)n(Cc3ccc(Cl)cc3)c(=O)n2C)n1C	-10.8
O=C(NCc1n[nH]c(=S)n1-c1ccc(Br)cc1)c1ccccc1F	-5.8
CCc1ccc(C2NC(=O)NC(C)=C2C(=O)OCc2ccc3c(c2)OCO3)cc1 (centres undefined)	-2.2
CC(C)NC(=O)CSc1nc(-c2cccs2)cc(C(F)(F)F)n1	-7.0
COc1ccc(OC)c(Nc2nc(C)nc3sc(C)c(C)c23)c1	-7.8

SMILES	14-3-3 PPI
CCSCCOC(=O)C1=C(C)NC(=O)NC1c1ccccc1 (centres undefined)	0.1&1.7
COc1ccc(NC(=O)C2CCN(Cc3cnn(-c4ccccc4)c3-n3cccc3)CC2)cc1OC	-3.1
O=c1oc(C=Cc2cccc([N+](=O)[O-])c2)nc2cc(Cl)ccc12	4.8
CC1CC(C)CN(CC(=O)N2CCCc3c2c(=O)oc2ccc(O)cc32)C1 (centres undefined)	-3.5
Cc1cc(C(F)(F)F)c(C#N)c(SCC(=O)c2ccc([N+](=O)[O-])cc2)n1	-41.6
COC(=O)COc1ccc(S(=O)(=O)NCc2ccco2)cc1	-3.5
COc1cccc(CNC(=O)c2cc3cc4ccc(C)cc4nc3o2)c1	-3.3
O=C(c1ccco1)N1CCN(c2nc3ccccc3n3nnnc23)CC1	-5.5
Nc1nc2n(n1)C(c1cccs1)CC(c1ccc(F)cc1)N2 (centres undefined)	7.2
N/C(=N\O)c1ccc(NC(=O)c2cccs2)cc1	-2.2
